# Assay outcomes: PubChem BioAssay, Sanford-Burnham Center for Chemical Genomics
# SENP8 block-1 – SENP8 protease inhibition; purified SENP8, Z-RLRGG-aminoluciferin cleavage, luminescence; Q96LD8; hit rate 1.2% among 330,000; AID 2540; inhibition, % at 10 µM; in the data active means inhibition above about 50%
# Target sequence (Q96LD8 whole entry, looked up): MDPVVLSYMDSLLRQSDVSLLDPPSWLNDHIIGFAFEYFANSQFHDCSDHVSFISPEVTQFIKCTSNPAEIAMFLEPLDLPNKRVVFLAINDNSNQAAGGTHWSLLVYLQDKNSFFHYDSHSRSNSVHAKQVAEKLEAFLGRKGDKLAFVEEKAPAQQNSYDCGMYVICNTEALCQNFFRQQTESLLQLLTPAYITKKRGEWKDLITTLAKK
# SENP6 inh – SENP6 protease inhibition | Recombinant SENP6 catalytic domain, aminoluciferin luminescence | inhibition, % at 10 µM | hit rate 1.8% among 330,000 | AID 2599;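 active means inhibition above about 50% at the single tested dose, limit read from the data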;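 further: plate controls were DMSO wells with enzyme for no effect and DMSO wells lacking enzyme for full effect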
# Apaf-1 inh – blocks human Apaf-1 apoptosome activity; O14727; reconstituted apoptosome caspase-3 activity, DEVD-Rh110 fluorescence; inhibition, % at 20 µM; hit rate 0.71% among 330,000; active means inhibition of at least 40% at 20 µM;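 further: plate controls were DMSO wells for no effect and DEVD-CHO caspase inhibitor wells for full effect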
#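 Material: reconstituted apoptosome with Apaf-1, cytochrome c, caspase-9, procaspase-3, dATP. Technique: Rh110 fluorescence intensity. Buffer or medium: pH 7.5 Hepes buffer with CHAPS, BSA, DTT. Times: 30 min plus 50 min, RT.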
# SENP1 inh – SENP1 (human) catalytic domain inhibition; hit rate 0.21% among 360,000; recombinant SENP1 catalytic domain, CyPet-SUMO1-YPet FRET cleavage; Q9P0U3; AID 624204; inhibition, % at 10 µM;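 active means inhibition at least 30% at 10 µM, raw YFP signal under a set limit, fluorescence ratio 0.5 to 1.5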;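 further: 0% = enzyme with DMSO and 100% = no enzyme wells; some results filed as inactive read as strong as hits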
# Target sequence (Q9P0U3 419-644 limits assumed): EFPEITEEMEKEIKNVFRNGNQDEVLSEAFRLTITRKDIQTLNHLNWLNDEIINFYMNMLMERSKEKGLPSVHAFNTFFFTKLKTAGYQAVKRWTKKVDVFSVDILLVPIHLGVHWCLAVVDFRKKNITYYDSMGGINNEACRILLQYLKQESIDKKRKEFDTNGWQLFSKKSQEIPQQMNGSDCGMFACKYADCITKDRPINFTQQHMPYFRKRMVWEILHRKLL
#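 Assay system: hSENP1 catalytic domain, recombinant. Amount: SENP1 enzyme, 20 pM final. Schedule: 50 min reaction, RT, dark. Technique: FRET, CFP and YFP emission. Control set: no-enzyme wells low, DMSO-plus-enzyme wells high control.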
# SENP7 block – SENP7 protease inhibition | Q9BQF6 | recombinant SENP7, Z-RLRGG-aminoluciferin luminescence, 40 min | inhibition, % at 5 µM | hit rate 1.5% among 330,000;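 active means inhibition above about 50% at the single test dose, limit read from the data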;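 further: plate controls were DMSO with enzyme for no effect and no enzyme buffer wells for full effect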
# SENP8 block-2 – inhibitors of human SENP8 protease | hit rate 0.64% among 360,000 | AID 602440 | recombinant SENP8, Nedd8 substrate fluorescence | inhibition, % at 20 µM | Q96LD8; in the data active means inhibition mostly above about 40%, no sharp cut-off; inactive means mostly below about 27%
# APOBEC3G inh – blocks human APOBEC3G single-stranded DNA deamination | Q9HC16 | recombinant A3G, ssDNA deamination FAM/TAMRA fluorescence | inhibition, % at 20 µM | hit rate 0.28% among 330,000 | AID 493012;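 active means inhibition of at least 40% at 20 µM, with no more than 30% in the related APOBEC3A deaminase screen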;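 further: plate controls were DMSO wells with A3G for no effect and wells lacking A3G enzyme for full effect; some compounds called inactive have numbers as strong as hits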
# Target sequence (Q9HC16 whole entry, looked up): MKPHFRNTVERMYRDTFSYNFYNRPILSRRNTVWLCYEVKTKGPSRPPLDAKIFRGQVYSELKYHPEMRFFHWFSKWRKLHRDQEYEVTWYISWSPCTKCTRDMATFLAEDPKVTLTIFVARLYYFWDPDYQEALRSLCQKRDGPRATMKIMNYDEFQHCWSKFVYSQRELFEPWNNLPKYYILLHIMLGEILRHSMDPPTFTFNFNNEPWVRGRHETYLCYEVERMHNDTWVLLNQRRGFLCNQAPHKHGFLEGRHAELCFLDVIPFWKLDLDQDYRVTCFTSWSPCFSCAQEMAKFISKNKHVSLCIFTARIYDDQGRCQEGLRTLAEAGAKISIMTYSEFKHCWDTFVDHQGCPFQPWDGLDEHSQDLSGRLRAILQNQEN
# UBC13 polyUb – inhibitors of human UBC13 polyubiquitin chain formation; hit rate 0.47% among 330,000; TR-FRET; AID 485273; inhibition, % at 20 µM; in the data active means inhibition above about 45%, passing the limit was not always enough
# Target sequence (P61088 whole entry, looked up): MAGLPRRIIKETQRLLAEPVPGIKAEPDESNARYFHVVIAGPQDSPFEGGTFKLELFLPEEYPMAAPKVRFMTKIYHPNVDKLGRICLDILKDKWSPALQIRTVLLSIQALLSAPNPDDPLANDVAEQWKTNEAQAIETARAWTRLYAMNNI
# Starred values were filed as active, the others as inactive; · = not tested or not shown; & = joins results of further samples. Rows are unselected; 3.6% or so of the library scored in one or more.
# Order of values – SENP8 block-1	SENP6 inh	Apaf-1 inh	SENP1 inh	SENP7 block	SENP8 block-2	APOBEC3G inh	UBC13 polyUb
- C=C(C)CN=C1NN=C(c2cc(C)n(-c3ccc(C)cc3)c2C)CS1
 : -17	-18	15	-4	-5	14	-2	-18
- COc1ccc(OC(=O)CCN2C(=O)C3C4C=CC(C4)C3C2=O)cc1 (stereo unspecified)
 : -4	8	-19	0	-1	7	-8	6
- CC(=O)COC(=O)c1cccc(N2C(=O)C3C4C=CC(C4)C3C2=O)c1 (stereo unspecified)
 : 0	2	-6	2	-4	10	-4	-3
- OCCN1CCN(CC(O)COCC2COc3ccccc3O2)CC1 (stereo unspecified)
 : 7	-13	-17	1	-3	20	-7	-2
- O=C1c2oc3ccc(Br)cc3c(=O)c2C(c2cccc(F)c2)N1CCO (stereo unspecified)
 : -4	-19	4	-1	-1	-2	-3	-12
- CC(Oc1ccc(F)cc1)C(=O)N(Cc1ccccc1)c1c(N)n(Cc2ccccc2)c(=O)[nH]c1=O (stereo unspecified)
 : 1	-17	-5	-3	3	3	-10	-2
- CCCC12CN3CC(C)(CN(C1)C3c1ccc(OC(C)C)cc1)C2=O (stereo unspecified)
 : 3	-4	11	-1	3	13	-2	7
- CSc1ccc(CN2CCN(C(C)C)C(CCO)C2)cc1 (stereo unspecified)
 : -1	-11	-7	-1	-5	12	-4	4
- C[C@H](NC(=O)OC(C)(C)C)C(=O)N/N=C/c1cccc2nccnc12
 : -5	8	-15	1	4	-12	-5	-10
- CC(C)c1cc(=O)n2[nH]c(N)nc2n1
 : -7	13	9	5	-4	-17	1	1
- CCc1nc(C)ccc1OCC(=O)N1CCc2c([nH]c3ccccc23)C1c1ccccn1 (stereo unspecified)
 : -6	3	6	-8	-8	-31	-2	-7
- O=C(Nc1ccc(F)cc1F)c1cc2ncc(CCCl)cn2n1
 : -9	-8	-4	0	1	-137	-2	11
- COc1ccccc1NC(=O)Cn1cnc2sc(C)c(S(=O)(=O)N3CCCCC3)c2c1=O
 : -13	-14	-12	2	-5	4	1	-2
- COc1ccccc1N1CCN(Cc2cc(=O)c(OCC(=O)Nc3ccccc3)co2)CC1
 : -11	-11	-4	1	-12	10	-10	0
- Cc1cc(Cl)c(S(=O)(=O)Nc2ccon2)cc1OCC(=O)NC1CCCCC1
 : -3	-20	-2	0	-11	-2	-4	2
- CCn1c(=O)c(CCC(=O)NCCN2CCOCC2)c(C)c2c(C)nn(-c3cccc(C)c3)c21
 : -3	11	5	0	8	4	-5	17
- C[C@H](CO)N1C[C@H](C)[C@@H](CN(C)Cc2ccc(Cl)c(Cl)c2)Oc2c(NC(=O)Cc3ccccc3)cccc2C1=O
 : -5	-3	44*	1	-7	9	-7	-1
- CCN(CC)CC(O)CCCCCCCCC(=O)OC (stereo unspecified)
 : 8	0	-3	3	3	24	-2	7
- Cc1cc(Nc2ccccc2)nn1C(=O)c1ccc(Cl)cc1
 : -1	-23	5	5	6	17	-3	3
- CCOC(=O)C1Oc2ccccc2C(C(=O)OC)=C1C(=O)OC (stereo unspecified)
 : ·	·	8	-25	-2	-15	-2	·
- O=C(O)c1ncc(Cl)c(Cl)c1Cl
 : -3&2	-17&3	-4&-15	0&2	-5&0	8&5	-4&-1	-5&-1
- O=C(CSc1nc2ccccc2nc1SCC(=O)N1CCCCC1)N1CCCCC1
 : -7	-12	12	0	-11	-13	-1	17
- Cc1nnc(NC(=O)CN2CCN(Cc3ccc(F)cc3Cl)CC2)s1
 : -4	-6	-6	1	-13	11	-5	-6
- O=C(COC(=O)c1ccc2c(c1Cl)C(=O)c1ccccc1C2=O)NC1CC1
 : 6	42	1	1	13	15	-3	-26
- COc1ccc(NC(=O)CSc2nnc(-c3cnccn3)n2C)cc1OC
 : 5	5	7	1	7	24	-2	-4
- Cn1ccnc1C(=O)c1cc(=O)c2ccccc2o1
 : -4	-28	-11	-3	1	7	-6	-4
- CC1Cc2ccccc2N1C(=O)C12CCC(C)(C(=O)C1)C2(C)C (stereo unspecified)
 : 6	8	10	-1	4	6	-5	6
- CCc1ccc2oc(=O)cc(CN3CCOCC3)c2c1
 : 3	-9	-4	2	-3	0	0	-11
- O=C(C1CCN(c2ncnc3c2nc2n3CCCCC2)CC1)N1CCN(c2ccccc2F)CC1
 : 7	1	20	-5	3	3	46*	1
- CN1CCN(CCCC(=O)c2ccc(C3CCCC3)cc2)CC1
 : -10	-10	10	-1	0	18	-4	3
- O=C(COC(=O)c1ccco1)Nc1ccc([N+](=O)[O-])cc1Cl
 : -1	-1	0	2	3	5	-1	2
- CCC(C)NC(=O)c1ccccc1-c1nc2ccccc2[nH]1 (stereo unspecified)
 : 3	-6	-10	1	-1	-24	-9	2
- O=C(COC(=O)C1CCCC1)Nc1cccc(Cl)c1Cl
 : -4	2	7	3	11	7	1	4
- CCCc1cc(=O)[nH]c(SCC(=O)N(C)Cc2ccccc2)n1
 : -10	-5	6	0	-3	23	-4	-6
- CC(C)Cc1ccc(S(=O)(=O)N2CCCC2)cc1
 : 2	-5	-9	1	5	6	-4	19
- Cc1ccc(C)c(S(=O)(=O)N2CCN(C(=O)c3cccn3C)CC2)c1
 : -9	-20	0	0	-16	6	-10	3
- N/C(=N\OS(=O)(=O)c1ccc(Cl)cc1)c1ccncc1
 : -5	-9	-14	-1	3	4	0	-7
- Cn1nc(C(=O)Nc2nc(-c3ccc(F)cc3)cs2)ccc1=O
 : -10	-10	1	0	4	11	0	5
- Clc1ccccc1/C=C/C=N/Nc1nc(N2CCOCC2)nc(N2CCOCC2)n1
 : -9	5	10	-3	1	11	-9	-9
- COc1ccc(C(=O)Nc2ccc(N3CCOCC3)cc2)cc1S(=O)(=O)NC1CCCC1
 : 13	26	-1	0	7	4	-4	4

# Record cards (already shown):
# O=C(COC(=O)c1ccco1)Nc1ccc([N+](=O)[O-])cc1Cl is entered as SENP8 block-1 = -1; SENP6 inh = -1; Apaf-1 inh = 0; SENP1 inh = 2; SENP7 block = 3; SENP8 block-2 = 5; APOBEC3G inh = -1; UBC13 polyUb = 2
# CCC(C)NC(=O)c1ccccc1-c1nc2ccccc2[nH]1 (stereo unspecified) is entered as SENP8 block-1 = 3; SENP6 inh = -6; Apaf-1 inh = -10; SENP1 inh = 1; SENP7 block = -1; SENP8 block-2 = -24; APOBEC3G inh = -9; UBC13 polyUb = 2

# Further compounds:
# Order of values – SENP8 block-1	SENP6 inh	Apaf-1 inh	SENP1 inh	SENP7 block	SENP8 block-2	APOBEC3G inh	UBC13 polyUb
- Cc1cccc(OCCC(=O)Nc2cc(S(=O)(=O)N3CCCCC3)ccc2N2CCOCC2)c1
 : -2	1	21	-1	-1	10	-6	-4
- CC(=O)Nc1ccc2nc(-c3ccncc3)[nH]c2c1
 : -7	-6	2	0	-9	-346	1	1
- CCN1C/C(=C/c2ccc(OC)c(O)c2)C(=O)/C(=C/c2ccc(OC)c(O)c2)C1
 : 7	-16	9	1	1	4	-4	-21
- O=C1CN(S(=O)(=O)c2cc(Cl)ccc2Cl)CCN1
 : -10	0	-4	0	-3	17	-12	-12
- COc1ccc(C)cc1S(=O)(=O)N(CC(=O)Nc1cc([N+](=O)[O-])ccc1C)c1ccc(C)c(C)c1
 : -12	-13	7	3	-2	23	-4	-11
- O=C(c1ccc(F)cc1)c1ccc(CN2C(=O)c3ccccc3C2=O)o1
 : -2	-6	-6	-4	4	11	-4	5
- COc1cc2cc(CCO)oc(=O)c2cc1OC
 : 2	0	-4	0	-4	-47	-6	-2
- O=C(c1cccc(Cl)c1)N1CCN(S(=O)(=O)c2ccc(Cl)s2)CC1
 : 12	12	4	0	-5	7	-3	8
- CC1CC(C)CN(C(=O)c2ccc(CSc3nc4ccncc4[nH]3)cc2)C1 (stereo unspecified)
 : -2	-1	6	2	1	20	-6	-2
- Cc1nn(Cc2ccc(F)cc2)c(C)c1NC(=O)c1noc2c1CCc1ccccc1-2
 : -12	-7	30	2	-9	0	-14	30
- Cc1ccc2c(CC(=O)OCc3nc(N)nc(Nc4ccccc4C)n3)coc2c1
 : -9	-10	26	-5	-4	5	1	1
- Cc1noc(C)c1S(=O)(=O)N(CC(=O)N1CCc2ccccc21)c1ccc(C(C)C)cc1
 : -17	-10	26	4	-5	0	-7	-4
- CC(C)CN1CCN(Cc2cccc3ncccc23)CC1CCO (stereo unspecified)
 : -1	2	1	0	5	2	0	3
- O=c1[nH]ncc(NCc2ccc(Cl)cc2)c1Cl
 : 3	8	-2	2	-4	13	-1	-1
- CCCC(=O)Nc1nnc(SCC(=O)NCc2cccs2)s1
 : 6	-15	-3	3	2	33	0	8
- Cc1ccc(-n2c(C)nn(CC3CC3)c2=O)cc1
 : 3	16	-3	1	1	6	-2	13
- CN(C)S(=O)(=O)c1ccc(S(=O)(=O)N(CC(=O)Nc2ccccc2)CC2CCCO2)cc1 (stereo unspecified)
 : 2	-3	-3	0	-3	10	-7	0
- Nc1ccc(-c2nc3ccc(N)cc3s2)cc1
 : 86*	95*	1	-79	95*	-432	-2	16
- N#CC1=C2SCN(Cc3ccco3)CN2C(=O)CC1c1c(F)cccc1Cl (stereo unspecified)
 : 11	0	3	-9	6	36*	2	-9
- CCOc1ccc(CN2CCN(Cc3[nH]c4ccc(OC)cc4c3C)CC2CCO)cc1 (stereo unspecified)
 : -5	-10	1	0	6	-22	-5	9
- COc1ccc(CCNC(=O)c2c(Cl)ccc(Cl)c2OC)cc1OC
 : -4	2	-6	1	13	30	-3	4
- CCN(CC)CCCNC(=O)CN1N=C(c2ccc(OC)cc2)CCC1=O
 : -8	-4	2	1	6	7	-3	3

# Compounds shown so far with an aryl methoxy group (eleven):
# Order of values – SENP8 block-1	SENP6 inh	Apaf-1 inh	SENP1 inh	SENP7 block	SENP8 block-2	APOBEC3G inh	UBC13 polyUb
- COc1ccc(OC(=O)CCN2C(=O)C3C4C=CC(C4)C3C2=O)cc1 (stereo unspecified)
 : -4	8	-19	0	-1	7	-8	6
- COc1ccccc1NC(=O)Cn1cnc2sc(C)c(S(=O)(=O)N3CCCCC3)c2c1=O
 : -13	-14	-12	2	-5	4	1	-2
- COc1ccccc1N1CCN(Cc2cc(=O)c(OCC(=O)Nc3ccccc3)co2)CC1
 : -11	-11	-4	1	-12	10	-10	0
- COc1ccc(NC(=O)CSc2nnc(-c3cnccn3)n2C)cc1OC
 : 5	5	7	1	7	24	-2	-4
- COc1ccc(C(=O)Nc2ccc(N3CCOCC3)cc2)cc1S(=O)(=O)NC1CCCC1
 : 13	26	-1	0	7	4	-4	4
- CCN1C/C(=C/c2ccc(OC)c(O)c2)C(=O)/C(=C/c2ccc(OC)c(O)c2)C1
 : 7	-16	9	1	1	4	-4	-21
- COc1ccc(C)cc1S(=O)(=O)N(CC(=O)Nc1cc([N+](=O)[O-])ccc1C)c1ccc(C)c(C)c1
 : -12	-13	7	3	-2	23	-4	-11
- COc1cc2cc(CCO)oc(=O)c2cc1OC
 : 2	0	-4	0	-4	-47	-6	-2
- CCOc1ccc(CN2CCN(Cc3[nH]c4ccc(OC)cc4c3C)CC2CCO)cc1 (stereo unspecified)
 : -5	-10	1	0	6	-22	-5	9
- COc1ccc(CCNC(=O)c2c(Cl)ccc(Cl)c2OC)cc1OC
 : -4	2	-6	1	13	30	-3	4
- CCN(CC)CCCNC(=O)CN1N=C(c2ccc(OC)cc2)CCC1=O
 : -8	-4	2	1	6	7	-3	3
